EPAC1 agonist: agonists of human EPAC1 | Potency, µM (highest dose often 154 µM), for inactives: at the highest dose activation, most hits filed as activators | AID 720707 | EPAC1 agonist qHTS, biochemical assay; response scale: 100% = response to 6.5 mM cAMP | actives 0.073% (n = 360,000) | O95398; note: nearly all actives have a fitted effect of over 60% in size
Target sequence (O95398 whole entry, looked up): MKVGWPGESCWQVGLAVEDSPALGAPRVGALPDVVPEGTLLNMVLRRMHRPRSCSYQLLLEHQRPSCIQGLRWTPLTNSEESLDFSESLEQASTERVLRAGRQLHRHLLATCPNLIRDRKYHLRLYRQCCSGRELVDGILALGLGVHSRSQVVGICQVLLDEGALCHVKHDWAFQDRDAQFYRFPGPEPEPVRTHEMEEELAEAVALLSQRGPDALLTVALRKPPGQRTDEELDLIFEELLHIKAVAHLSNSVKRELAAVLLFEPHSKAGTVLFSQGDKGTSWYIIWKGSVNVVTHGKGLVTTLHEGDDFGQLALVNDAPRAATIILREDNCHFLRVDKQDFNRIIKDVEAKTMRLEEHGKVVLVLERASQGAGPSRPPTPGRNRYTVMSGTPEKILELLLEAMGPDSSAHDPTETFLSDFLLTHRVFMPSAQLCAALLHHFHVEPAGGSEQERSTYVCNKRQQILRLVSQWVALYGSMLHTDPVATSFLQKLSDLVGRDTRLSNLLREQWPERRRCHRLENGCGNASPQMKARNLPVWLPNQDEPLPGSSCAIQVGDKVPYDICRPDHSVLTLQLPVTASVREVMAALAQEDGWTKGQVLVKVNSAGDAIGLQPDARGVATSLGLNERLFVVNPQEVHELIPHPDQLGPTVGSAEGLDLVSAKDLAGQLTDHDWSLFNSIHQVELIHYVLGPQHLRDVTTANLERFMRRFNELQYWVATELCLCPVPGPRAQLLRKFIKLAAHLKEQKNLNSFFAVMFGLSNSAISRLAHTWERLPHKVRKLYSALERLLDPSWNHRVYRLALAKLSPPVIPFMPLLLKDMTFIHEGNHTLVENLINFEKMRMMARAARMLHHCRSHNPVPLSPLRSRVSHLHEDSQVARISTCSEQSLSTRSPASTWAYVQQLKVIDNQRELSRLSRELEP
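Read-out is the fluorescence drop as BODIPY-GDP leaves Rap1B (480 nm excitation, 540 nm emission), recorded every 5 minutes over 30 minutes. Reactions held 100 nM EPAC1, 250 nM Rap1B–BODIPY-GDP and 50 uM GDP, with 6.5 mM cAMP setting full activation.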
EPAC2 agonist: activates human EPAC2 exchange factor. actives 0.079% (n = 360,000). Q8WZA2. AID 720711. EPAC2 activation, biochemical qHTS; response scale: 100% = 6.5 mM cAMP response. Potency, µM (top dose mostly 154 µM), for inactives: at the highest dose activation, actives largely listed as activators; note: nearly all actives have a fitted effect of over 50% in size
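Guanine nucleotide exchange by EPAC2 is measured as reduced fluorescence of BODIPY-GDP once it is released from 250 nM Rap1B. Plates are read kinetically for 30 min at room temperature; results are scaled to 6.5 mM cAMP.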
EPAC1 antagonist: antagonists of human EPAC1 | O95398 | EPAC1 GEF assay, Rap1b-BODIPY-GDP exchange fluorescence | Potency, µM (top dose mostly 115 µM), inactives show top-dose activity change, negative = inhibition, usual class: inhibitors | actives 0.14% (n = 360,000) | AID 720709;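 note: plate controls were vehicle for no effect and positive control for full effect; nearly all actives have a fitted effect of over 50% in size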
aSyn rescue: rescues yeast growth from alpha-synuclein toxicity; Yeast expressing alpha-synuclein, growth rescue, BacTiter-Glo, 24 h; Potency, µM (series often up to 46.1 µM), for inactives: top-dose growth rescue (activation), usual class: activators; actives 0.14% (n = 370,000); AID 652106; note: % of control where 0% means no effect; nearly all actives have a fitted effect of over 65% in size
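Galactose-induced alpha-syn yeast (OD600=0.02, raffinose-pregrown) + pinned cpd, 24 hr, 30 deg C; growth by BacTiter-Glo luminescence. Growth restoration scores as activation.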
FUS yeast rescue: rescues growth of FUS-expressing yeast | S. cerevisiae FUS-expressing, growth rescue, OD600, 24 h | Potency, µM (doses to about 76.6 µM), inactives show top-dose growth rescue (activation), hits mostly activators | actives 0.24% (n = 390,000);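 note: plate controls were DMSO vehicle for no effect and reference control for full effect; nearly all actives have a fitted effect of over 55% in size; some results filed as inactive show a strong effect at the top dose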
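Read-out: OD at 600 nm after 24hr at 30C, reporting rescue of FUS-induced yeast toxicity. Cells at OD 0.005 in galactose (2%) minimal medium; compounds tested in a dilution series; CP55940 titration from 92uM final as control.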
EPAC2 antagonist: EPAC2 (human) antagonism | Q8WZA2 | EPAC2 GEF exchange of Rap1B-BODIPY-GDP, fluorescence | Potency, µM (titrated, usually from 114 µM), for inactives: top-dose activity, negative = inhibition, actives largely listed as inhibitors | actives 0.18% (n = 360,000) | AID 720708; note: % is set by controls: 0 for no effect and ±100 for the full control effect; nearly all actives have a fitted effect of over 45% in size; many of its hits are not listed in these tables
TDP-43 yeast inh: inhibitors of TDP-43 toxicity in yeast. Potency, µM (titrated, usually from 46.1 µM), without a hit: top-dose growth rescue (activation), actives largely listed as activators. AID 652104. TDP-43 expressing yeast growth rescue, BacTiter-Glo, 24 h. actives 1.8% (n = 410,000); note: % of control where 0% means no effect; nearly all actives have a fitted effect of over 50% in size
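Yeast expressing TDP-43 (pregrown in raffinose, seeded at OD600=0.02 in galactose medium) exposed to compounds 24 hr at 30 deg C. Growth read by BacTiter-Glo luminescence; rescue of toxicity appears as increased signal.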
PTHR1 ag: activates the human parathyroid hormone receptor PTHR1. HEK293 GP2 PTHR1 cells, GloSensor cAMP luminescence, 1 h. Potency, µM (series often up to 115 µM), for the others: top-dose activation, hits mostly activators. Q03431. actives 0.075% (n = 410,000); note: nearly all actives have a fitted effect of over 55% in size; some results filed as inactive show a strong effect at the top dose; inactives centre near -15; many of its hits are not listed in these tables
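HEK-293-derived GP2 cells expressing PTHR1 and a GloSensor cAMP reporter, 3,000/well, plated overnight, given luciferin plus IBMX (each 0.5 mM as added) for 1 h at 37 °C, then compound for 1 h at 37 °C. Luminescence was read after 15 min at room temperature.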
The depositor's hits bear a star; i = inactive; ? = inconclusive; · = no result given; & = joins results of further samples; [ ] = dose if it differs, or a comment. Calls come from the whole dose curve; as a rule, active = well fitted curve in the direction sought with a large enough effect; inconclusive = small, poorly fitted or top-dose-only effect, or another doubt; inactive = no such curve, though single readings can be large; an effect the other way counts as inactive or inconclusive. Potency is the fitted concentration of half-maximal effect. This is a subset; the hit share may differ from the screen's.

molecule	EPAC1 agonist	EPAC2 agonist	EPAC1 antagonist	aSyn rescue	FUS yeast rescue	EPAC2 antagonist	TDP-43 yeast inh	PTHR1 ag
COc1cc2c(cc1OC)C(C(N)=O)NCC2 (configuration not stated)	9%	6%	15%	1%	·	0%	1%	-2%
Cc1cc(C)n2nc(SC(C)C(=O)NCc3ccco3)nc2n1 (configuration not stated)	5%	2%	8%	-2%	18%	-4%	-3%	-21%
COc1ccc(Cl)cc1NC(=S)NCc1ccccn1	2%	-2%	-13%	5%	·	3%	22%	i
N#CCc1ccc(Oc2ccc([N+](=O)[O-])cn2)cc1	8%	6%	8%	3%	-12%	-3%	-10%	i
COc1ccccc1-c1cnc(C(O)c2ccc(F)cc2C)[nH]1 (configuration not stated)	-1%	4%	-16%	0%	-17%	-8%	14%	-29%
COc1ccc(NS(=O)(=O)c2cccs2)c(OC)c1	-3%	5%	2%	0%	5%	9%	?	i
O=C1C2C3C=CC(C3)C2C(=O)N1CNc1ccccn1 (configuration not stated)	11%	6%	-4%	5%	-5%	0%	-6%	-13%[57.5 µM]
O=C(Nc1nc2ccccc2c(=O)s1)c1ccco1	5%	1%	-20%	-10%	-4%	11%	6%	-17%
CCCc1cc(=O)[nH]c(SCC(=O)Nc2sc3c(c2C#N)CCC(C)C3)n1 (configuration not stated)	-18%	3%	?	6%	?	-1%	1%	-22%
COc1ccc(/C=N/N=C2/SCC(=O)N2Cc2ccccc2)cc1	-1%	14%	-6%	6%	-5%	-3%	23%	-88%[inhibitor]
CCc1noc(C)c1C(=O)N1CCN(S(=O)(=O)c2c(C)cc(C)cc2C)CC1	13%	1%	9%	0%	6%	-3%	5%	i
COc1ccc(OC)c(NC(=O)NCCN2CCN(c3ccccc3)CC2)c1	-11%	-2%	9%	2%	11%	-6%	0%	-19%
c1ccc(CSc2nnc(-c3ccncc3)o2)cc1	6%	8%	-7%	0%	34%	-5%	?	-8%[57.5 µM]
CN(C)/C=C/C(=O)c1ccccc1	-3%	1%	-3%	0%	0%	1%	?	i
CCOC(=O)c1[nH]c(C)c(C(=O)N2CCc3c([nH]c4ccccc34)C2c2ccccn2)c1C (configuration not stated)	11%	2%	-3%	4%	43%	-19%	17%	-25%
Cc1ccc(S(=O)(=O)N2[C@@H](c3ccc(Cl)cc3)C(C(=O)O)=C[C@H]2C(C)(C)C)cc1	-21%	-5%	?	-37%[inhibitor]	26%	?	-10%	i
O=[N+]([O-])c1ccc(O)c(/C=N/Nc2ncnc3c2cnn3-c2ccccc2)c1	4%	-1%	-6%	4%	-18%	2%	7.9µM*	-12%
Cc1ccc(S(=O)(=O)N2CCN(CC(=O)Nc3ccccc3Cl)CC2)cc1	-7%	-4%	5%	7%	-26%	3%	1%	-1%
O=C(CS(=O)(=O)Cc1ccccc1)N1CCc2ccccc21	-1%	4%	9%	-4%	?	15%	?	-9%
O=S(=O)(CCc1nnc(-c2ccccc2)o1)c1ccc2ccccc2c1	-6%	14%	-1%	3%	-7%	-5%	8%	i
Cc1ccc(OCC(=O)NCCNC(=O)c2ccco2)cc1C	3%	-3%	12%	-7%	7%	2%	-15%	-16%
CN1C(=O)CSc2ccc(C(=O)O)cc21	5%	9%	-20%	0%	-18%	2%	-4%	-8%
CCCCN(C)C(=O)Cn1c(=O)oc2cc(S(=O)(=O)N3CC(C)CC(C)C3)ccc21 (configuration not stated)	-7%	-6%	-11%	2%	39%	4%	11%	-76%[inhibitor]
O=C(CNS(=O)(=O)c1cccs1)N1CCCCC1	3%	10%	-14%	-2%	-10%	14%	-14%	-7%
CN(Cc1nc(C(c2ccccc2)c2ccccc2)no1)CC1COCCO1 (configuration not stated)	-7%	-5%	-21%	0%	-7%	4%	-1%	-10%
C/C=C/C(=O)OCC(=O)Nc1cccc(Br)c1	0%	3%	6%	4%	-6%	-12%	2%	0%
N=c1ccn2c(n1)O[C@H]1[C@@H](CO)[C@H](O)O[C@H]12	-7%	-2%	-13%	-6%	-39%	-4%	?	i
Cc1cc(NC(=O)CSc2nc(-c3cccs3)cc(C(F)(F)F)n2)no1	-2%	0%	-5%	-7%	10%	-2%	-11%	-11%
O=C(CCN1C(=O)c2ccccc2C1=O)Nc1sc2c(c1C(=O)NCC1CCCO1)CCC2 (configuration not stated)	6%	10%	-21%	?	·	-8%	7%	-44%[inhibitor]
CCOC(=O)c1c(C)[nH]c(C)c1S(=O)(=O)NCCc1cccs1	10%	2%	-3%	11%	10%	-14%	14%	-39%[inhibitor]
NS(=O)(=O)c1ccc(CCNC(=O)CN2C(=O)NC(c3ccccc3)(c3ccccc3)C2=O)cc1	-6%	-4%	-15%	8%	19%	-1%	14%	-14%
O=C(CN1CCN(S(=O)(=O)c2ccccc2F)CC1)NCC1(N2CCOCC2)CCCCC1	-2%	0%	4%	1%	1%	2%	15%	-28%
O=C(C1CCN(C2CCN(Cc3ccc4cc(F)ccc4n3)CC2)CC1)N1CCCC1	-7%	6%	-29%	-8%	20%	0%	-15%	i
CCOC(=O)c1oc2ccccc2c1COC(=O)CNC(=O)c1ccc(C)cc1	5%	19%	14%	-2%	2%	-12%	-11%	i
COC(=O)C(CCSC)NC(=O)CNS(=O)(=O)c1ccc(F)cc1 (configuration not stated)	-4%	2%	0%	0%	-3%	10%	4%	i
Cc1cc(C)n(-c2nc(SCC(=O)Nc3nccs3)c3c4c(sc3n2)COC(C)(C)C4)n1	-2%	17%	18%	-9%	-8%	19%	-11%	-4%
N/C(=N\OC(=O)Cc1ccccc1[N+](=O)[O-])c1ccc(Br)cc1	23%	12%	?	-8%	3%	-7%	16µM*	-22%
Cc1cc(C(=O)NC2=NCCS2)cs1	-4%	4%	-13%	0%	23%	-1%	-12%	-3%[57.5 µM]
COc1cc2[nH]c(=O)n(Cc3ccc(C(=O)NC4CCCC4)cc3)c(=O)c2cc1OC	4%	-7%	4%	1%	22%	-3%	7%	i
CCCC(=O)Nc1cccc(NC(=O)c2ccccc2Br)c1	1%	-13%	16%	-10%	18%	2%	-15%	i

Some of the entries so far, with each value named:
N/C(=N\OC(=O)Cc1ccccc1[N+](=O)[O-])c1ccc(Br)cc1
  EPAC1 agonist: 23%
  EPAC2 agonist: 12%
  EPAC1 antagonist: ?
  aSyn rescue: -8%
  FUS yeast rescue: 3%
  EPAC2 antagonist: -7%
  TDP-43 yeast inh: 16µM*
  PTHR1 ag: -22%
Cc1cc(C(=O)NC2=NCCS2)cs1
  EPAC1 agonist: -4%
  EPAC2 agonist: 4%
  EPAC1 antagonist: -13%
  aSyn rescue: 0%
  FUS yeast rescue: 23%
  EPAC2 antagonist: -1%
  TDP-43 yeast inh: -12%
  PTHR1 ag: -3%[57.5 µM]
COc1cc2[nH]c(=O)n(Cc3ccc(C(=O)NC4CCCC4)cc3)c(=O)c2cc1OC
  EPAC1 agonist: 4%
  EPAC2 agonist: -7%
  EPAC1 antagonist: 4%
  aSyn rescue: 1%
  FUS yeast rescue: 22%
  EPAC2 antagonist: -3%
  TDP-43 yeast inh: 7%
  PTHR1 ag: i
CCCC(=O)Nc1cccc(NC(=O)c2ccccc2Br)c1
  EPAC1 agonist: 1%
  EPAC2 agonist: -13%
  EPAC1 antagonist: 16%
  aSyn rescue: -10%
  FUS yeast rescue: 18%
  EPAC2 antagonist: 2%
  TDP-43 yeast inh: -15%
  PTHR1 ag: i

(list continues)
molecule	EPAC1 agonist	EPAC2 agonist	EPAC1 antagonist	aSyn rescue	FUS yeast rescue	EPAC2 antagonist	TDP-43 yeast inh	PTHR1 ag
COC(=O)Nc1ccc(S(=O)(=O)N2CCCC(C(=O)Nc3cccc4c3OCCO4)C2)cc1 (configuration not stated)	16%	9%	-14%	9%	19%	-7%	-8%	i
COc1ccc(CC(=O)OCc2cc3ccccc3[nH]c2=O)cc1	8%	-9%	0%	3%	27%	0%	-8%	i
CCc1ccc(-c2cc(C(=O)N/N=C/c3ccco3)[nH]n2)cc1	-8%	-15%	-12%	-1%	19%	6%	24%	-25%
COc1ccc(C)cc1NS(=O)(=O)c1cc(C)ccc1C	-1%	-7%	8%	1%	12%	1%	-16%	-3%
Cc1ccc(C(=O)CC(=O)c2ccccc2C)c(O)c1	-1%	11%	-8%	1%	14%	-7%	16%	-31%[inhibitor]
COc1ccc2nc(C)cc(C(=O)O)c2c1	-4%	4%	-1%	5%	2%	6%	5%	-19%[57.5 µM]
CC(C)(C)c1ccc(S(=O)(=O)NC(=O)C2(C)CCN2C(=O)C2CC2)cc1 (configuration not stated)	3%	13%	5%	13%	-5%	2%	23%	-7%
O=C(CN1C(=O)CSc2ccc(S(=O)(=O)N3CCOCC3)cc21)NCc1cccnc1	-2%	8%	-9%	-14%	48%	-2%	-22%[0.397 µM]	?
COc1cccc(/C=N/NC(=O)c2ccccc2N(Cc2ccccc2)S(=O)(=O)c2ccccc2)c1OC	8%	14%	-9%	-1%	·	-2%	-13%	i
CC1=NN(c2ccccc2)C(=O)/C1=C/c1ccc[nH]1	6%	26%	-9%	-13%	·	-2%	7%	i
O=C(Nc1nnc(SCC(=O)N2CCCc3ccccc32)s1)c1cccc2ccccc12	-1%	14%	-22%	2%	1%	2%	0%	-18%
CCCS(=O)(=O)NCc1ccc2c(c1)cc(C)n2C	-11%	10%	12%	-1%	32%	19%	-18%	i
CCOC(=O)c1sc(NC(=O)c2ccc3ncsc3c2)nc1C	3%	3%	5%	-7%	-5%	10%	23%	-2%
CCn1c(C)[n+](CCOCC[n+]2c(C)n(CC)c3cc(Cl)c(Cl)cc32)c2cc(Cl)c(Cl)cc21	8%	13%	4%	-8%	-10%	1%	-23%	i
CCCn1c(N)c(C(=O)CSc2nc3ccccc3n2CCC#N)c(=O)n(C)c1=O	-1%	-2%	18%	0%	5%	8%	6%	-1%[57.5 µM]
CCNc1nc(NCC)nc(N/N=C/c2ccc(OC)cc2)n1	0%	9%	7%	-6%	12%	10%	10%	-10%
CCOC(=O)c1cc2occc2n1CC(=O)NC1CCC(C)CC1 (configuration not stated)	-6%	-5%	9%	5%	11%	6%	-12%	i
COc1ccc(S(=O)(=O)N2CCCC2CNC(=O)c2cccc(OC)c2)cc1 (configuration not stated)	12%	4%	-25%	-1%	24%	-10%	10%	i
CC1CCN(C(=O)c2[nH]cnc2C(=O)NCc2ccccc2)CC1	2%	7%	-7%	3%	-11%	-4%	17%	i
Cc1cccc(CCNC(=O)CCc2c(C)nc3ncnn3c2C)c1	1%	4%	12%	1%	-20%&-4%	0%	-3%&9%	-40%[inhibitor]

Source: PubChem BioAssay (National Center for Advancing Translational Sciences (NCATS))
